TbMetRS inhib – Trypanosoma brucei MetRS inhibition; 360,000 tested, 0.4% active; inhibition, % at 11.9 µM; AID 624268; purified T. brucei MetRS, ATP depletion, Kinase-Glo luminescence;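 active = inhibition above a per-plate cutoff of the control wells' mean inhibition plus 3 SD, cut at about 5.5% in these data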;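 also: 0% = DMSO wells median and 100% = median of wells with control inhibitor compound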
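Material – parasite MetRS enzyme · Medium – HEPES-MgCl2-KCl buffer plus DTT, spermine, BSA, pyrophosphatase · Reagent – ATP, methionine and E. coli bulk tRNA substrates · Times – 15 min enzyme-compound preincubation, 2 h reaction, 10 min detection, 25 °C · Measured by – luminescence of leftover ATP · Evaluation – percent inhibition relative to median high and low control wells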
CSN deneddyl inh – blocks human CSN-mediated cullin deneddylation. inhibition, % at 12.5 µM. 360,000 tested, 0.38% active. Purified CSN, SCF-Nedd8-OG deneddylation, fluorescence polarization. AID 651999. Q92905;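 active = pattern-corrected inhibition above about 35%, with an unprinted fluorescence ratio check between 0.5 and 1.5, limit read from the data, passing the limit was not always enough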;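 also: 0% = enzyme with substrate and 100% = substrate without enzyme; some results filed as inactive read as strong as hits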
Target sequence (Q92905 whole entry, looked up, one chain of several): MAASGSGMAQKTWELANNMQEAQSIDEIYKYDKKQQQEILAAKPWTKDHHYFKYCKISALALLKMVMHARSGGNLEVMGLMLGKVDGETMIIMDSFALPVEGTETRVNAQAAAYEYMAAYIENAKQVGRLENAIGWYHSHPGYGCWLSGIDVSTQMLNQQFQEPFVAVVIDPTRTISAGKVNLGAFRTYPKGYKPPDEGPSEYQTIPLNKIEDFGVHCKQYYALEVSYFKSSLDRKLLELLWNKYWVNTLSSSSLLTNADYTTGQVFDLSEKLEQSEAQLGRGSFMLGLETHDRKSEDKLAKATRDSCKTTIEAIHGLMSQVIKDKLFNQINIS
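Material: human Csn5 produced in HEK293T cells; Input: enzyme 0.24 nM; Reagent: SCFSkp2-Nedd8OG substrate at 10 nM final; Dosing: 12.5 µM compound; Incubation: 90 min reaction at room temperature; Detection: fluorescence polarization of the substrate; Evaluation: % inhibition of substrate cleavage by Csn5; Control set: substrate-only high control, full reaction low control.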
MLLE-PAM2 inh – inhibitors of microRNA-mediated deadenylation, human PABP1 MLLE binding; GST-MLLE / FITC-PAM2 fluorescence polarization; inhibition, % at 20 µM; 360,000 tested, 0.36% active; in the data active = inhibition above about 35%, passing the limit was not always enough;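 also: plate controls were DMSO wells with GST-MLLE for no effect and wells lacking GST-MLLE protein for full effect; some results filed as inactive read as strong as hits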
Rin1 Abl inh – blocks binding of human Rin1 to Abl; P00519+Q13671; TR-FRET Rin1/Abl binding, biochemical; inhibition, % at 7.35 µM; 360,000 tested, 0.4% active; AID 588664; in the data active = inhibition above about 5%, passing the limit was not always enough
Neddyl block – inhibitors of human cullin neddylation; calls only at 25 µM; AID 651699; 360,000 tested, 0.58% active; TR-FRET cullin neddylation, biochemical; P61081+Q13564; in the data active = inhibition above about 36%
Target sequence (P61081 whole entry, looked up): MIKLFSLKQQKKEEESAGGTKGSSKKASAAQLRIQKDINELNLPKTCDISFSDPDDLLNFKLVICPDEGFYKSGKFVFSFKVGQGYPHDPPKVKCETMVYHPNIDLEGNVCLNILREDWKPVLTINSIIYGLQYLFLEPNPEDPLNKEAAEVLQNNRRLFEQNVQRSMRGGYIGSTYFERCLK
Target sequence (Q13564 whole entry, looked up): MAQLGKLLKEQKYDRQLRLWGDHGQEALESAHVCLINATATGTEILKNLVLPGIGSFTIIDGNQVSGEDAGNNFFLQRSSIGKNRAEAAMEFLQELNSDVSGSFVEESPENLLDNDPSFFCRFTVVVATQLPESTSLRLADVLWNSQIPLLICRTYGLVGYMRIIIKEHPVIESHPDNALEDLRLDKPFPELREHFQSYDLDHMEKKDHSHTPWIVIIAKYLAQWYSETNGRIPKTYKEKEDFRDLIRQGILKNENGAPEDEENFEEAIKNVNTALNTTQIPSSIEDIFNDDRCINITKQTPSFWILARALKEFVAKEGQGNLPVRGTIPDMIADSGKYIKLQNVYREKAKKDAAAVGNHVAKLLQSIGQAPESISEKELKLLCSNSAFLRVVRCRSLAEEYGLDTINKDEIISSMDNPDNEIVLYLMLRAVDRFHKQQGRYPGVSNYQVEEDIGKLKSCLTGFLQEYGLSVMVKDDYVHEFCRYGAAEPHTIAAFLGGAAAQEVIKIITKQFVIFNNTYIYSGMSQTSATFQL
MsrA act – activators of bovine methionine sulfoxide reductase A. AID 602163. activation, % at 10.6 µM. purified bovine MsrA, absorbance read-out. 360,000 tested, 0.3% active; in the data active = activation above about 7.5%;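 also: 0% = vehicle and 100% = reference activator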
MsrA inhibitor – bovine MsrA inhibition; purified bovine MsrA, absorbance read-out; inhibition, % at 15.5 µM; 360,000 tested, 0.75% active; AID 651718; in the data active = inhibition above about 4.5%;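 also: 0% = vehicle wells with enzyme and 100% = reference inhibitor wells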
eLon inh – inhibitors of E. coli Lon protease; purified E. coli Lon protease, fluorescence polarization; 360,000 tested, 0.42% active; inhibition, % at 7.94 µM; in the data active = inhibition above about 13%, passing the limit was not always enough;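 also: 0% = enzyme with probe and DMSO and 100% = no enzyme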
FAS-TE inh – blocks the thioesterase domain of human fatty acid synthase; inhibition, % at 15 µM; AID 602261; 360,000 tested, 0.67% active; recombinant FAS-TE, OMFH fluorogenic substrate, fluorescence endpoint;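 active = compounds whose normalised, plate-corrected inhibition of enzyme fluorescence in the single-dose primary screen is 50% or more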;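 also: 0% = DMSO with enzyme and 100% = substrate without enzyme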
An asterisk follows results filed as active; i = inactive; · = no result given.

The opening 12 compounds as a preview:
SMILES	TbMetRS inhib	CSN deneddyl inh	MLLE-PAM2 inh	Rin1 Abl inh	Neddyl block	MsrA act	MsrA inhibitor	eLon inh	FAS-TE inh
CS(=O)(=O)c1ccc(C(=O)OCC(=O)NC(=O)C2COc3ccccc3O2)cc1[N+](=O)[O-] (stereo not drawn)	-0.3	6	-14	-2	i	-2	0.3	-4	1
Cn1cc(S(=O)(=O)NC[C@H]2O[C@@H](n3ccc(=O)[nH]c3=O)[C@H](O)[C@@H]2O)cn1	-0.2	1	7	1	i	-5	-0.6	-2	-8
Cc1cc(=O)c2ccccc2s1	-2.3	1	6	0	i	-14	1.4	-5	-3
CCCCN1C(=O)C(=O)NC[C@H]1Cc1cccc2ccccc12	-1.5	51*	·	·	i	-14	1.6	-2	-7
COc1ccc(NC(=S)N2CCC3CC2c2cc(-c4ccc5c(c4)OCO5)ccc23)c(OC)c1 (stereo not drawn)	0.1	-7	-97	3	i	-3	0.8	-7	31
O=C(c1ccccc1)N1CCCC(C(=O)N2CCN(c3ccccc3)CC2)C1 (stereo not drawn)	-0.3	-4	-6	0	i	-1	-0.8	-4	-6
CC(C)CC1Nc2ncnc(N3CCN(c4ccccc4)CC3)c2N(Cc2ccc(Cl)cc2)C1=O (stereo not drawn)	-0.2	1	-9	1	i	0	2.8	-12	40
O=C(c1ccc(F)cc1)C1CCN(Cc2cn[nH]c2-c2ccccc2)CC1	-0.6	1	2	-3	i	4	1.1	4	-3
O=c1c2c([nH]c3ccccc13)CCCCCC2	0.3	3	-1	-2	i	-2	1.7	-11	-5
CCCCNC(=O)c1nc(-c2cccnc2OC)oc1-c1ccc(Cl)cc1	-0.3	3	·	·	i	·	0.0	·	·
COc1cccc(NC(=O)CN(C)C(=O)c2ccc3c(c2)C(=O)N(CCC(C)C)C3=O)c1	-0.3	2	3	6	i	-4	0.7	4	12
O=c1cc(CN2CCc3ccccc32)c2ccc(O)cc2o1	-0.6	-3	-2	1	·	-9	0.5	0	-4

Results, previewed entries included:
SMILES	TbMetRS inhib	CSN deneddyl inh	MLLE-PAM2 inh	Rin1 Abl inh	Neddyl block	MsrA act	MsrA inhibitor	eLon inh	FAS-TE inh
CS(=O)(=O)c1ccc(C(=O)OCC(=O)NC(=O)C2COc3ccccc3O2)cc1[N+](=O)[O-] (stereo not drawn)	-0.3	6	-14	-2	i	-2	0.3	-4	1
Cn1cc(S(=O)(=O)NC[C@H]2O[C@@H](n3ccc(=O)[nH]c3=O)[C@H](O)[C@@H]2O)cn1	-0.2	1	7	1	i	-5	-0.6	-2	-8
Cc1cc(=O)c2ccccc2s1	-2.3	1	6	0	i	-14	1.4	-5	-3
CCCCN1C(=O)C(=O)NC[C@H]1Cc1cccc2ccccc12	-1.5	51*	·	·	i	-14	1.6	-2	-7
COc1ccc(NC(=S)N2CCC3CC2c2cc(-c4ccc5c(c4)OCO5)ccc23)c(OC)c1 (stereo not drawn)	0.1	-7	-97	3	i	-3	0.8	-7	31
O=C(c1ccccc1)N1CCCC(C(=O)N2CCN(c3ccccc3)CC2)C1 (stereo not drawn)	-0.3	-4	-6	0	i	-1	-0.8	-4	-6
CC(C)CC1Nc2ncnc(N3CCN(c4ccccc4)CC3)c2N(Cc2ccc(Cl)cc2)C1=O (stereo not drawn)	-0.2	1	-9	1	i	0	2.8	-12	40
O=C(c1ccc(F)cc1)C1CCN(Cc2cn[nH]c2-c2ccccc2)CC1	-0.6	1	2	-3	i	4	1.1	4	-3
O=c1c2c([nH]c3ccccc13)CCCCCC2	0.3	3	-1	-2	i	-2	1.7	-11	-5
CCCCNC(=O)c1nc(-c2cccnc2OC)oc1-c1ccc(Cl)cc1	-0.3	3	·	·	i	·	0.0	·	·
COc1cccc(NC(=O)CN(C)C(=O)c2ccc3c(c2)C(=O)N(CCC(C)C)C3=O)c1	-0.3	2	3	6	i	-4	0.7	4	12
O=c1cc(CN2CCc3ccccc32)c2ccc(O)cc2o1	-0.6	-3	-2	1	·	-9	0.5	0	-4
O=C(NCCOC(=O)c1ccc(Cl)c(S(=O)(=O)N2CCCCC2)c1)c1ccncc1	-1.8	4	6	1	i	-15	·	-2	-4
Cc1ccnc(NC(=O)c2ccc3c(c2)OCO3)c1	-2.7	-4	9	2	i	-10	0.0	-2	-1
CCc1cccc(NC(=O)Cn2cc3c(n2)CCCC3)c1	0.0	1	-14	-1	i	7	0.6	-7	-2
CC1Cc2ccccc2N1C(=O)CN(C)S(=O)(=O)c1cccc2cccnc12 (stereo not drawn)	0.2	1	-7	0	i	0	1.4	0	-1
COC(=O)Cc1ccc(NC(=O)c2ccc(Br)o2)cc1	-0.2	-2	8	2	i	1	-0.3	5	-2
O=C(NC1CCCCCC1)C1c2ccccc2C(=O)N1Cc1cccs1 (stereo not drawn)	0.0	-2	2	-2	i	-5	0.7	-4	-6
C=CCNC(=S)Nc1ccc(F)cc1F	-0.8	0	-10	1	i	-2	-0.3	-5	-8
Cc1ccc(C)c(S(=O)(=O)Nc2ccc(C(=O)N3CCCCC3)cc2)c1	-0.2	5	15	2	i	-10	0.6	4	-1
C=CCN(C(C)=O)C1CC(=O)N(c2ccc(OCCC)cc2)C1=O (stereo not drawn)	-0.9	-1	-9	-1	i	-5	-0.9	4	-7
Oc1ccccc1CNc1ccc(Br)cn1	1.2	14	6	2	i	1	1.2	10	3
O=C1OCCN1CC(=O)N1CCc2c([nH]c3ccccc23)C1c1ccccn1 (stereo not drawn)	-0.2	-6	-1	-1	i	-2	1.6	10	-4
CCOC(=O)C1=CCC(c2ccccc2)N(S(=O)(=O)c2ccc(C)cc2)[C@H]1CC (stereo partly drawn)	-1.1	-8	·	·	i	·	0.0	·	·
O=C(c1ccco1)N1CCN(C(=S)Nc2cccc([N+](=O)[O-])c2)CC1	3.8	2	-109	9	i	-2	-0.1	3	3
COCCn1nnnc1C(c1cccc(C(F)(F)F)c1)N1CCN(Cc2ccccc2)CC1 (stereo not drawn)	0.2	4	-14	3	i	1	0.1	-3	3
Cc1ccc(NC(=O)C2=C(C(=O)O)CCCC2)cc1Br	-0.4	-6	-9	-2	i	3	0.1	-3	0
CCN(CC)C(=O)COC(=O)c1ccc(O)cc1	0.1	-4	0	-3	i	1	-0.4	1	-6
CC1CCN(S(=O)(=O)c2ccc3ncn(CC(=O)N(C)Cc4ccccc4)c(=O)c3c2)CC1	-0.5	3	8	5	i	-10	-0.1	-4	3
Cc1ccc(S(=O)(=O)N(C)c2ccc(C(=O)Nc3c(C)n(C)n(-c4ccccc4)c3=O)cc2)cc1	-0.2	-9	-10	0	i	-2	-1.2	-1	-4

The last 2 compounds of the section before come first, to join the parts:
SMILES	TbMetRS inhib	CSN deneddyl inh	MLLE-PAM2 inh	Rin1 Abl inh	Neddyl block	MsrA act	MsrA inhibitor	eLon inh	FAS-TE inh
CC1CCN(S(=O)(=O)c2ccc3ncn(CC(=O)N(C)Cc4ccccc4)c(=O)c3c2)CC1	-0.5	3	8	5	i	-10	-0.1	-4	3
Cc1ccc(S(=O)(=O)N(C)c2ccc(C(=O)Nc3c(C)n(C)n(-c4ccccc4)c3=O)cc2)cc1	-0.2	-9	-10	0	i	-2	-1.2	-1	-4
O=C(O)c1ccc(N2C(=O)CC(N3C(=O)/C(=C/c4ccc(Cl)cc4)SC3=S)C2=O)cc1 (stereo not drawn)	0.5	8	32	-3	i	-5	-0.1	-6	8
Cn1c(=O)c(C(=O)CN2CCCc3ccccc32)c(N)n(Cc2ccccc2)c1=O	0.2	1	-29	-7	i	-1	1.6	-25	-15
O=C(Nc1cccc(C(F)(F)F)c1)c1cccnc1N1CCN(c2ccccc2)CC1	-2.7	-1	-11	-2	i	-11	0.1	-9	27
CC(=O)N1CCN(C(=O)CNC(=O)c2ccc(C)s2)CC1	-0.5	2	4	-5	i	-6	-0.1	-7	-5
COc1ccccc1NS(=O)(=O)c1ccc(C)c(C(=O)Nc2cc(C)on2)c1	0.5	-4	-2	4	i	-2	-0.8	-1	-5
CN1CCN(CCCNC(=O)CCN2C(=O)COc3ccccc32)CC1	-0.5	-1	11	1	i	-3	0.7	-4	-6
CCCc1c2ccccc2nc2ccccc12	-0.5	3	13	-5	·	-4	1.1	-8	7
CNC[C@H]1OCc2cnnn2CCCC(=O)N([C@H](C)CO)C[C@@H]1C	-1.1	1	16	5	i	-7	-0.1	-6	-7
COCCN1CCn2c(nc3cc(NS(C)(=O)=O)ccc32)C1	-0.3	-2	0	2	i	0	0.3	0	-4
Cc1cc2c3c(c1)C1(C(=O)N3C(C)(C)CC2C)C(C#N)=C(N)OC2=C1C(=O)CC(C)(C)C2 (stereo not drawn)	0.1	-6	1	-2	i	-1	0.4	2	-1
O=C(/C=C/c1ccccc1Cl)N(c1ccccn1)C1CCCCC1	-0.2	-3	8	0	i	-2	-0.4	10	3
CCOC(=O)c1cc2c(ccn2C)n1CC(=O)N1CCCC(C)C1 (stereo not drawn)	-1.0	0	4	4	i	-8	0.5	3	-6
CC(C)c1nc(SCC(=O)Nc2ccc([N+](=O)[O-])cc2Br)n[nH]1	0.0	-3	2	2	i	-3	1.8	-14	13
Cc1ccc(-c2csc(NC(=O)Cc3ccc(F)cc3)n2)o1	-0.2	5	6	0	i	-6	-0.8	-7	5
CCOCCn1c(CN2CCN(c3ccc(OC)cc3)CC2)nc2c1c(=O)n(C)c(=O)n2C	-0.5	2	-3	-1	i	-3	0.6	3	9
Cc1cc(S(=O)(=O)N2CCC(N3CCCCC3)CC2)ccc1-n1cnnn1	0.1	2	3	-1	i	-3	-0.8	5	-11
CCC(C)n1c(=N)c(C#N)cc2c(=O)n3ccccc3nc21 (stereo not drawn)	-0.2	27	13	0	·	1	0.8	4	-10
CCOc1ccc(S(=O)(=O)Nc2nccs2)cc1	-0.3	-7	6	2	i	-1	·	-7	-4
COc1ccc(Cn2c(=O)cc(N)n(-c3ccccc3C)c2=O)cc1	0.2	1	-15	-2	i	-3	-1.3	6	-2
N#C/C(=C\c1ccccc1[N+](=O)[O-])c1nc(C2CC2)cs1	-0.2	5	6	-1	i	-8	1.6	7	24
CC1CC(C)CN(C(=O)c2cccc(N3C(=O)c4ccccc4C3=O)c2)C1 (stereo not drawn)	-0.3	-5	10	3	i	-2	0.1	-5	13
CCOC(=O)c1ccc(NC(=O)NCCc2cnc[nH]2)cc1	-0.9	-2	3	-2	i	-2	1.1	15	-7
CCc1nc(-c2ccc(C)nc2OC)no1	-1.3	-1	-111	0	i	-10	-0.8	7	-9
C=CCCC(=O)NC1CCCc2c1cnn2-c1ccccc1F (stereo not drawn)	2.6	3	1	-3	i	0	-0.4	29*	-5
COc1ccc(CCNC(=O)c2cc(-c3cc(Cl)cc(Cl)c3)oc2C)cc1	0.4	0	-9	-1	i	0	0.2	-12	24
CCCCCOc1ccc(CSc2ncn[nH]2)cc1	-1.2	4	-77	3	i	-13	-0.5	-3	-131
Cc1ccc(S(=O)(=O)NCC(=O)N2CCCCC2)cc1	-0.6	2	7	3	i	-4	0.5	-3	-2
Cc1csc2nc(CSc3nc4ccccc4o3)c(Br)n12	0.2	3	15	0	i	-1	1.5	2	10
Cc1ccc(N2C(=O)CN=C2Nc2nc(C)cc(C)n2)cc1	-0.6	0	2	-4	i	-4	6.6*	0	-4
CN(C)c1nc(OCCNC(=O)Nc2ccccc2)nc(N2CCOCC2)n1	1.6	6	3	2	i	16*	-0.2	-5	-10
Cc1nc(Cl)c(C#N)cc1-c1ccccc1	0.3	1	-4	-5	i	0	-0.4	-1	4
O=C(CCC1CCCC1)N1CCC(N2CCN(c3ccccc3)CC2)CC1	0.2	-2	-3	7	i	2	-0.3	-4	-5
Cc1nc(-c2ccc3c(c2)OCCO3)cs1	-0.2	8	31	0	i	-5	-1.5	-1	-6

Source: PubChem (several laboratories)
